Vif-A3G inh: blocks the Vif interaction with human APOBEC3G. Q9HC16. Potency, µM (doses to about 46.1 µM), for the others: at the top dose activity, negative = active, actives largely listed as inhibitors. 410,000 tested, 0.076% active. HeLa A3G-eYFP + Vif (tagged APOBEC3G with the HIV-1 protein that degrades it), YFP fluorescence, overnight;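 further: potency means the concentration at half of the fitted maximal effect; on the % scale 0 is the no-effect control and ±100 the full control effect; nearly all actives have a fitted effect of over 60% in size; hits raise eYFP signal because A3G escapes Vif-driven loss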
Target sequence (Q9HC16 whole entry, looked up): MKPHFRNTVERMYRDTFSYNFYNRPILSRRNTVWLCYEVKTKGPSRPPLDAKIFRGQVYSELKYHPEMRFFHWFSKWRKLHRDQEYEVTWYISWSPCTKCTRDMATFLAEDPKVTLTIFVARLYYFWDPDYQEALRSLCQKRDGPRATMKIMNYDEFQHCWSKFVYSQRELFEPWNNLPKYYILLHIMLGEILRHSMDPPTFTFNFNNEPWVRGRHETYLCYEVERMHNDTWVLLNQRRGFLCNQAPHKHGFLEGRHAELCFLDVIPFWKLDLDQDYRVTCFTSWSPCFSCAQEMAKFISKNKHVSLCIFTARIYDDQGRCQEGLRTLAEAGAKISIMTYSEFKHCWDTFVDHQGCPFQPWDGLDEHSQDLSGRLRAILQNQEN
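Read-out is eYFP fluorescence (Ex 488/Em 500-530) from Vif-expressing HeLa A3G-eYFP cells; more signal means A3G escaped Vif-mediated degradation. Cells plated overnight, compound pinned in, incubated overnight at 37 deg C.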
LDHA inh: blocks human lactate dehydrogenase A; purified LDHA, NADH/diaphorase-resazurin fluorescence; stronger effect = lower value; activity change, % (values are at about 110 or 230 µM); 480,000 tested, 0.15% active; AID 1347041; in the data active means activity change below about -30%; inconclusive means mostly about -25% to -30%;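 further: plate controls were DMSO wells for no effect and wells without enzyme for full effect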
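Human LDH5 at 2 nM final in Tris HCl pH 7.4 with 0.06 mM NADH and 0.2 mM pyruvate, reacted 5 minutes at room temperature. Remaining NADH coupled via diaphorase/resazurin; resorufin fluorescence read at 0 and 20 minutes, normalized to enzyme-free and DMSO wells.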
ALOX12 inh: ALOX12 (human) lipoxygenase inhibition | purified 12hLO, xylenol orange hydroperoxide absorbance | 580,000 tested, 1.1% active | P18054 | Potency, µM (top dose mostly 108 µM), without a hit: at the top dose activity change, negative = inhibition, actives largely listed as inhibitors; further: potency means the concentration at half of the fitted maximal effect; on the % scale 0 is the no-effect control and ±100 the full control effect
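Purified human 12hLO at 150 nM in 25 mM Hepes, 0.01% Triton X-100, pH 7.0, preincubated 15 min at room temperature with compound. Reaction started with 40 uM arachidonic acid, 30 min at room temperature. Hydroperoxide measured by Fe-xylenol orange, 573/405 nm absorbance ratio.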
GRP78 ERSR act: induces the endoplasmic reticulum stress response in human glioma cells | U87-MG GRP78 promoter luciferase reporter, 16 h | Potency, µM, inactives show top-dose activation, actives largely listed as activators | 420,000 tested, 0.02% active | AID 602332; further: potency means the concentration at half of the fitted maximal effect; series mostly up to about 76 µM; % of control where 0% means no effect; nearly all actives have a fitted effect of over 35% in size
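Stably transfected U87-MG glioma cells carrying a GRP78-based luciferase sensor; 16 h compound incubation. Luminescence end-point read 10 min after Bright-Glo addition at room temperature.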
ERG-DNA inh: inhibitors of human ERG Ets domain-DNA interaction; Potency, µM (doses to about 76.9 µM), for the others: at the top dose FP activity, negative = inhibition, most hits filed as inhibitors; AID 624246; 370,000 tested, 0.028% active; fluorescence polarization, His-ERG Ets domain / labelled DNA; active means well fitted inhibition curve with a large enough effect in the polarisation, with a control signal flat; inconclusive means small, poorly fitted or top-dose-only effect, or effect the other way, or a change in a side signal; inactive means no such curve, though single readings can be large or run the other way; the % refers to the polarisation;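 further: polarization taken with two DNA probes labelled with fluorescein and Texas red; potency means the concentration at half of the fitted maximal effect; % of control where 0% means no effect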
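His-tagged ERG Ets domain (1 uM in the protein solution; 300mM KCl, 50mM Tris-HCl, 1mM EDTA, 1mM DTT, pH 7.5) received compound, then a probe mix of 5 nM fluorescein-DNA and 100nM Texas-615-DNA. Fluorescence polarization was read for both dyes.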
RGS4 inh: human RGS4 inhibition; P49798; Transcreener GDP fluorescence polarization, RGS4-accelerated GTP hydrolysis; Potency, µM (top dose mostly 114 µM), without a hit: at the highest dose activity change, negative = inhibition, most hits filed as inhibitors; 390,000 tested, 0.039% active; further: potency means the concentration at half of the fitted maximal effect; on the % scale 0 is the no-effect control and ±100 the full control effect; nearly all actives have a fitted effect of over 75% in size; some results filed as inactive show a strong effect at the top dose
Target sequence (P49798 whole entry, looked up): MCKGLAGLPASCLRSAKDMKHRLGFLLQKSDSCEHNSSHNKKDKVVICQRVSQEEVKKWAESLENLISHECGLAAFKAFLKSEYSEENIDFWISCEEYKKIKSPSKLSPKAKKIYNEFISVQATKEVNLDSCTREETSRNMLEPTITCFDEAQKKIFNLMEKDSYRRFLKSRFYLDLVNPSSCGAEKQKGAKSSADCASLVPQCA
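MLSMR compounds (23 nl, pin-transferred) preincubated 10 min at room temperature with a 500nM (2x) first reagent, then RGS4 at 900nM (2x) plus Transcreener GDP mix added; fluorescence polarization (620/688 nm) read before and after 90 min at 30 °C.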
Vif-APOBEC3F blk: Vif-A3F binding inhibition; HeLa A3F-eYFP + Vif (tagged APOBEC3F with the HIV-1 protein that degrades it), YFP fluorescence increase; 390,000 tested, 0.2% active; AID 602313; Potency, µM (doses to about 46.1 µM), without a hit: top-dose activity, negative = active; further: potency means the concentration at half of the fitted maximal effect; % of control where 0% means no effect; nearly all actives have a fitted effect of over 65% in size
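HeLa cells stably expressing A3F-eYFP plus Vif, plated and incubated overnight at 37 deg C, then exposed to compounds overnight at 37 deg C. Blocked degradation read as raised yellow fluorescence (Ex 488/Em 500-530).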
D2 antag: D2 dopamine receptor (human) antagonism; inhibition, % at 10 µM; HEK293 TREx D2 cells, calcium flux, dopamine EC80; P14416; 340,000 tested, 2% active; in the data active means inhibition above about 30%; further: 0% is about no effect
Target sequence (P14416 whole entry, looked up): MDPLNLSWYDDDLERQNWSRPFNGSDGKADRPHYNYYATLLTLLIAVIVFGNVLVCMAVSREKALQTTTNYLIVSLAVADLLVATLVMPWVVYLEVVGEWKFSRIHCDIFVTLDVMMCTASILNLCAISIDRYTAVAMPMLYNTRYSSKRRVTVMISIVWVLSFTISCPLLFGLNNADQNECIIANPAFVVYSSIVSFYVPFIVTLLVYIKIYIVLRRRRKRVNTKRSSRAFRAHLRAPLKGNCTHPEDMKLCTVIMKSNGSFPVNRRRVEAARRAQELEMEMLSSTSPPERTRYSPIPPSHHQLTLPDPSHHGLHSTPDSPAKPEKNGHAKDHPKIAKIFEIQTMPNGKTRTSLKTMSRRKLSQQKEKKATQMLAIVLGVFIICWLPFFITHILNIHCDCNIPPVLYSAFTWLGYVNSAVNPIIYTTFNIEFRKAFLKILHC
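Measurement of antagonist activity uses fluorescent calcium dye in inducible HEK293 T-REx D2 cells: 10 s baseline, compound addition with 180 s read, EC80 dopamine addition with a further 180 s read.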
D2 agonist: activates the human D2 dopamine receptor. P14416. HEK293 T-REx D2 cells, calcium flux agonist mode. activation, % at 2 µM. 340,000 tested, 0.53% active;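 active means activation over 3 SD above normal in the single-dose calcium agonist read, cut at about 30% in these data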; further: 0% is about no effect
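Tetracycline-induced HEK293 Trex cells with D2 receptor force-coupled to calcium signaling, plated overnight at 30 C and loaded with no-wash calcium dye. Calcium flux read kinetically for 180 s after compound addition; responses flag agonists.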
Active calls of the source: *; ? = inconclusive; · = no result given; & = joins results of further samples; [ ] = another dose, or the depositor's remark. Unless noted, the call rests on the fitted dose curve; in most records, active means well fitted curve in the direction sought with a large enough effect; inconclusive means small, poorly fitted or top-dose-only effect, or another doubt; inactive means no such curve, though single readings can be large; an effect the other way counts as inactive or inconclusive. The list is partial (hit frequency here may not be typical).

SMILES,Vif-A3G inh,LDHA inh,ALOX12 inh,GRP78 ERSR act,ERG-DNA inh,RGS4 inh,Vif-APOBEC3F blk,D2 antag,D2 agonist
COc1ccc(S(=O)(=O)N2CCOCC2)cc1NC(=O)CCCOc1ccccc1,-1%,0,-2%,-2%,-9%,-28%,15%,·,·
CC1(C)OC(=O)C=C[C@]2(C)[C@H]3CC[C@@]4(C)[C@H](C(=O)O)OC(=O)[C@H]5O[C@]54[C@]3(C)C(=O)C[C@@H]12,2%,-3,-10%,-3%,11%,-4%,10%,11,0.2
COc1ccc(Br)c(C(=O)Nc2nc3ccccc3[nH]2)c1,?,-7,-8%,5%,16%,4%,-3%,-4,-0.3
COC(=O)c1[nH]c2ccc(C)cc2c1NC(=O)CN1CCCc2ccccc21,0%,1,0%,-2%,2%,-46%,-2%,15,1.1
O=C(CCc1ccc(S(=O)(=O)N2CCOCC2)cc1)OCC(=O)c1ccccc1,4%,-2,-21%,-5%,-1%,12%,3%,·,·
CN1CCN(c2ccc([N+](=O)[O-])cc2NC(=O)c2ccccc2)CC1,1%,-5,21%,5%,2%,2%,-3%,·,·
COc1ccccc1OCC(=O)N1CCN(C(=O)COc2ccccc2OC)CC1,1%,-5,-19%,9%,-8%,3%,?,-7,-1.1
CCOc1ccc(NC(=O)c2ccc(NC(=S)NC3CC3)cc2)cc1,7%,-5,-15%,-5%,-6%,-24%,3%,29,1.1
CCC(C)CCN1C(N(C)C)=NC[C@@H]1Cc1ccccc1 (some centres not stated),3%,-3,2%,-3%,12%,24%,4%,0,0.8
Cc1cc(=O)[nH]c(N/N=C/c2ccc(C)o2)n1,0%,-1,15%,-3%,-8%,25%,5%,-15,0.0
Cc1nn(-c2ccc(N3CCOCC3)nn2)c(C)c1CCC(=O)N1CCN(C)CC1,9%,-2,-28%,-1%,-1%,16%[11.4 µM],3%,4,-0.3
CCOc1ccc(C(=O)Nc2cccc(NC(=O)c3ccco3)c2)cc1Cl,6%,-11,-20%,-2%,3%,-5%,0%,·,·
CCn1cc(C(=O)NN)c(=O)c2cc(F)c(N3CCN(C)CC3)cc21,0%,-11,13%,-2%,13%,-5%,-6%,21,3.4
Cc1cc(C)c(C)c(S(=O)(=O)N2CCN(CC(=O)Nc3sccc3C#N)CC2)c1C,-1%,4,10%,-4%,6%,?,3%,-2,-0.1
CCOc1ccc2nc(NCCNS(=O)(=O)c3ccccc3)c(C#N)cc2c1,1%,-1,-40%,-1%,?,23%,-24%,8,0.1
CCOc1ccc(C(=O)NCCN2CCOCC2)cc1,6%,-3,14%,-2%,-23%,10%,5%,-8,0.7
CC1(C)CC(=O)C(N=Nc2ccc(OC(F)F)cc2)=C(O)C1,0%,-3,-29%,5%,-1%,-28%,3%,5,0.1
CCc1nnc(SCc2ccc(CSc3nnc(CC)n3N)cc2)n1N,-1%,0,6%,-1%,4%,-5%,-12%,28,-0.2
CS(=O)(=O)N(CC(=O)Nc1cccnc1)c1ccc2c(c1)OCCO2,1%,-4,5%,-2%,·,11%,-3%,3,0.4
O=Cc1cccc(OC(=O)/C=C/c2ccco2)c1,-7%,-1,?,-8%,5%,-48%,3%,-24,-2.3
COc1ccc(-c2cc3ccc(OCc4nn[nH]n4)cc3oc2=O)cc1OC,0%,0,?,-2%,-13%,-24%,-1%,-10,0.4
CCOc1ccc(S(=O)(=O)N2CCN(C3CC(=O)N(c4cccc(C(C)=O)c4)C3=O)CC2)cc1 (configuration not stated),0%,0,-23%,-2%,28%,-20%,0%,·,·
CCN(c1ccc(OC)cc1)S(=O)(=O)c1nnc(NC(=O)c2ccco2)s1,-9%,-3,-3%,-3%,-9%,7%[11.4 µM],-9%,5,0.2
CCOC(=O)N1CCN(C(=O)Nc2ccccc2)CC1,2%,-5,-2%,-1%,-1%,12%,-11%,31*,0.1
O=C(NNC(=O)c1ncc(Cl)c(Cl)c1Cl)c1ccc(F)cc1,-4%,-1,·,-4%,14%,-24%,5%,7,1.1

New compounds follow:
Values in the order: Vif-A3G inh | LDHA inh | ALOX12 inh | GRP78 ERSR act | ERG-DNA inh | RGS4 inh | Vif-APOBEC3F blk | D2 antag | D2 agonist
O=C1CC(c2ccc(Cl)cc2)N=C(NC(=O)c2ccccc2)N1 (configuration not stated)
  4% | -12 | -26% | -2% | -6% | -2% | 4% | · | -0.4
O=C(NCC(=O)N(c1ccccc1)C(C(=O)NC1CCCC1)c1cccnc1)c1ccco1 (configuration not stated)
  2% | -2 | 0% | -6% | -15% | 10% | 4% | 2 | 0.3
C#CCOCCOCCOCCNc1nc(N2CCN(C(=O)C([C@@H](C)O)n3cc([C@@H](N)CCCCN)nn3)CC2)nc(N2CCN(C(=O)[C@H](CCCN=C(N)N)n3cc(C(N)[C@@H](C)CC)nn3)CC2)n1 (some centres not stated)
  3% | 9 | · | -1% | 6% | 7% | -1% | · | ·
O=C(Cc1ccccc1)NCC(=O)OCc1ccccc1F
  -3% | 1 | 468%[activator] | 7% | 3% | 8% | -4% | 1 | 0.2
Cn1c(SCc2ccc3c(c2)OCO3)nnc1-c1ccccc1
  1% | -2 | 0% | 1% | 2% | -6% | -3% | · | ·
CCOC(=O)c1ccc(NC(=O)C2CCN(S(=O)(=O)CC)CC2)cc1
  1% | 0 | 0% | -2% | -2% | -9% | 4% | · | ·
COC(=O)c1cn(NC(=O)c2cccc(F)c2)c(=O)c2ccccc12
  -2% | -3 | 0% | -3% | 1% | 17% | · | 24 | 0.9
Cc1ccc(NC(=S)N2CCN(S(C)(=O)=O)CC2)cc1C
  -6% | -6 | -10% | -2% | -4% | -4% | -2% | 4 | -0.9
COc1cc2ccccc2cc1C(=O)OCc1nc2ccsc2c(=O)[nH]1
  2% | -5 | -7% | 0% | 0% | 8% | -3% | -7 | 0.0
CCn1cnc2c(Nc3cccc(Cl)c3)nc(C#N)nc21
  1% | 3&-9 | -25% | 0% | · | -32% | 4% | 2 | -1.4
Nn1c(SCC(=O)NCC2CCCO2)nnc1-c1ccc(OC(F)F)cc1 (configuration not stated)
  -1% | -9 | -6% | -1% | -5% | 27% | -28% | 5 | 0.5
O=C(NC1CCCCC1)c1cc(S(=O)(=O)N2CCCC2)ccc1Cl
  -6% | -8 | 9% | -2% | 0% | -8% | -5% | -3 | -0.5
Nc1nonc1-n1nnc(C(=O)N/N=C/c2ccc(Br)cc2)c1CN1CCOCC1
  1% | 1 | 5% | -4% | -1% | -13% | 0% | -9 | -1.3
CCc1ccccc1N(C)C(=O)c1cnc(N2CCOCC2)c2ccccc12
  3% | 4&-1 | -35%&-4% | -1% | -2% | -14% | -4% | · | 1.2
O=C(CN1C(=O)c2ccccc2C1=O)OCC(=O)N1CCCCC1
  0% | -6 | 1% | -4% | 2% | -4% | 6% | · | ·
Cc1cc(C)c2c(n1)sc1c(N3CCCCC3)ncnc12
  -5% | -5 | -89% | 16% | 0% | -20% | 0% | -8 | 0.5
CCOc1ccc2nc(NS(=O)(=O)c3ccc(NC(C)=O)cc3)sc2c1
  -4% | -9 | ? | -6% | -4% | -15% | -5% | -3 | -0.2
CCOC(=O)C1CCCN(C(=O)c2c(-c3ccccc3Cl)noc2C)C1 (configuration not stated)
  -1% | -3 | 0% | -5% | -5% | 0% | 2% | 3 | -0.1
COc1ccc(CN(Cc2ccco2)c2cnc(S(C)(=O)=O)nc2C(=O)Nc2ccc(C)cc2C)cc1
  0% | -6 | -1% | -5% | -4% | 20% | 3% | · | 4.2
COc1ccccc1-c1ccc(SCC(=O)NC2CCCCC2)nn1
  -2% | -6 | -8% | -2% | -4% | 4% | 5% | -14 | -1.2
Cc1ccc(CSCC(=O)Nc2cc(S(=O)(=O)N3CCOCC3)ccc2OC(C)C)cc1
  -10% | 4 | ? | -1% | -8% | -8% | -14% | -4 | 0.0
O=C1c2cccnc2C(O)N1Cc1ccccc1 (configuration not stated)
  -4% | -4 | 1% | -6% | -3% | 9% | 6% | -5 | -0.9
COc1ccc(N2CCN(C(=S)Nc3cccc(C)c3)CC2)cc1
  5% | -9 | 2% | -4% | · | -16% | 2% | 25 | 0.6

An excerpt from above in order of their number in RGS4 inh, ascending:
structure | Vif-A3G inh | ALOX12 inh | GRP78 ERSR act | ERG-DNA inh | RGS4 inh | Vif-APOBEC3F blk | D2 antag
Cc1cc(C)c2c(n1)sc1c(N3CCCCC3)ncnc12 | -5% | -89% | 16% | 0% | -20% | 0% | -8
Cc1ccc(NC(=S)N2CCN(S(C)(=O)=O)CC2)cc1C | -6% | -10% | -2% | -4% | -4% | -2% | 4
CCOC(=O)C1CCCN(C(=O)c2c(-c3ccccc3Cl)noc2C)C1 (configuration not stated) | -1% | 0% | -5% | -5% | 0% | 2% | 3

One compound at a time, from the list above.
O=C(NC1CCCCC1)c1cc(S(=O)(=O)N2CCCC2)ccc1Cl is entered as Vif-A3G inh = -6%; LDHA inh = -8; ALOX12 inh = 9%; GRP78 ERSR act = -2%; ERG-DNA inh = 0%; RGS4 inh = -8%; Vif-APOBEC3F blk = -5%; D2 antag = -3; D2 agonist = -0.5
CCOC(=O)C1CCCN(C(=O)c2c(-c3ccccc3Cl)noc2C)C1 (configuration not stated) is entered as Vif-A3G inh = -1%; LDHA inh = -3; ALOX12 inh = 0%; GRP78 ERSR act = -5%; ERG-DNA inh = -5%; RGS4 inh = 0%; Vif-APOBEC3F blk = 2%; D2 antag = 3; D2 agonist = -0.1
